Source: PubChem
esBAF inh = Bmi1 luciferase reporter increase in mESCs, primary screen, esBAF inhibitor project, mouse ES cells, Bmi1 luciferase knock-in, single point; reporter increase, % at 12.5 µM; 350,000 compounds, 2% hits; 24 h; 100% = twice the neutral-well signal; AID 602393, 2012; in the data active = activation above about 40%;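 note: 0% = median of the plate's neutral control wells and 100% = double that signal; a rise in the Bmi1 reporter signal indicates esBAF inhibition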
E-selectin induc = E-selectin induction in HUVECs, primary screen, imaging, HUVEC, immunofluorescence imaging, single point | P16581 | normalized: neutral wells 0, TNF-alpha wells 100 | activation, % at 7.58 µM | 260,000 compounds, 0.37% hits | AID 686992, 2013;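 active = mean E-selectin-positive cell signal at least 10% of the positive control, reached in at least 60% of replicates, without over 20% cell loss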;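 note: in these data hits start at about 27%; measured in HUVEC primary endothelial cells; signal is the percent of cells scored E-selectin positive by PE staining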
Target sequence (P16581 whole entry, looked up): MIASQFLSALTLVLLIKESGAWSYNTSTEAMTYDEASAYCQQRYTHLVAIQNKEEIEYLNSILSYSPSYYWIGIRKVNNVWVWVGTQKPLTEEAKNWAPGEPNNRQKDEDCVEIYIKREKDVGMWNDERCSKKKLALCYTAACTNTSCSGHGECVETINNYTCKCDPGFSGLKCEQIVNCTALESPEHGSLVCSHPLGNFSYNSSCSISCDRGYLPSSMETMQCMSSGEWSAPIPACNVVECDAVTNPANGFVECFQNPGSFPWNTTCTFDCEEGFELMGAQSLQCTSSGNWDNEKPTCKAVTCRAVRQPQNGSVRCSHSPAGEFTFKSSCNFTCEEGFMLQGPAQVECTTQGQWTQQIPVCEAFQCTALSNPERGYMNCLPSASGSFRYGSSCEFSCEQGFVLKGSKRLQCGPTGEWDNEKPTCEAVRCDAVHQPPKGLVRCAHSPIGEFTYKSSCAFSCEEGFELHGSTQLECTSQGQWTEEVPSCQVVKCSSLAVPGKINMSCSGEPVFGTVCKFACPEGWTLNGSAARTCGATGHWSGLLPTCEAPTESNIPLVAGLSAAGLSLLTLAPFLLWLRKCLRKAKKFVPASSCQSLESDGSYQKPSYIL
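Assay system: HUVEC, human umbilical vein endothelial cells / Amount: 3,000 HUVEC/well / Controls: TNF-alpha positive control, DMSO neutral control / Compound dosing: single concentration / Medium: EGM-2 over gelatin coat / Evaluation: percent E-selectin-positive cells / Signal: immunofluorescence imaging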
ERp5 block = inhibitors of ERp5-driven insulin aggregation, primary screen, biochemical, turbidity, absorbance 650 nm, single point; Protein disulfide-isomerase A6 (Homo sapiens), Q15084; inhibition, % at 9.99 µM; 350,000 compounds, 0.05% hits; 90 min;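 active = mean replicate inhibition above about 25%, with every replicate also reaching it, limit read from the data, passing the limit was not always enough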
ERAP1 inh = human ERAP1 aminopeptidase inhibitors, primary screen, biochemical, single point, plate reader. inhibition, % at 10.7 µM. recombinant ERAP1, Leu-AMC fluorescence, 60 min. 340,000 compounds, 0.15% hits. Endoplasmic reticulum aminopeptidase 1 (Homo sapiens), Q9NZ08;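 active = mean replicate inhibition of at least 30%, or all replicates individually reaching that 30% level; inactive = mean below 30% and not every replicate reaching it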;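 note: 0% = neutral control wells and 100% = L-leucinethiol positive control wells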
XiGFP reactiv = activators of inactive X chromosome reactivation, primary screen, imaging, XiGFP fibroblasts, GFP high-content imaging, set 2 | XiGFP mouse fibroblasts, % GFP-positive cells imaging, 3 d; cells co-treated with 5-aza-dC sensitizer; scaled so ellipticine positive control = 100% | activation, % at 7.58 µM | 360,000 compounds, 0.055% hits;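 active = mean normalized replicate activation at least 10% and every replicate at or above 10%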;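 note: 0% = median of on-plate neutral control wells and 100% = ellipticine 6 µM median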
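Assay system – SV40-immortalized XiGFP fibroblast cells, line 68-5-11 · Buffer or medium – DMEM supplemented with 5-aza-dC as sensitizing agent · Dosing – one concentration, pinned · Benchmarks – positive control ellipticine, 6 µM final · Times – 3 days compound exposure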
RAD54 branch = inhibitors of human RAD54 branch migration, primary screen, biochemical, fluorescence, single point; DNA repair and recombination protein RAD54-like (Homo sapiens), Q92698; RAD54 Holliday junction branch migration, FAM/BHQ fluorescence; inhibition, % at 10.4 µM; 360,000 compounds, 0.14% hits;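 active = mean normalized replicate activity at least 40 and at least half of replicates scoring 40 or more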;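 note: 0% = median of neutral control wells and 100% = median of positive control wells; inhibitors cause a drop in the FAM fluorescence signal; in these data hits start at about 50%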
RAD52 inh = RAD52 DNA annealing inhibitors, primary screen, biochemical, FRET, single point, set 2; AID 651710, 2012; 360,000 compounds, 0.46% hits; DNA repair protein RAD52 homolog (Homo sapiens), P43351; recombinant RAD52 DNA annealing, FRET fluorescence; inhibition, % at 18.7 µM;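 active = every replicate showing at least 50% inhibition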
S100A4 inh HTS = inhibitors of S100A4-myosin IIA peptide binding, primary screen, biochemical, fluorescence polarization, TAMRA-MyoIIA peptide | Protein S100-A4 (Homo sapiens), P26447 | 360,000 compounds, 0.14% hits | inhibition, % at 10.7 µM;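 active = mean inhibition of at least 70% across replicates, with every replicate also reaching that level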
Target sequence (P26447 whole entry, looked up): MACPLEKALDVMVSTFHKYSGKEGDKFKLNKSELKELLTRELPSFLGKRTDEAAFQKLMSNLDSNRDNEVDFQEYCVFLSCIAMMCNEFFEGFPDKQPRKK
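Test system – S100A4 monomer (human) · Compound – single-point compound testing · Schedule – 5 min incubation before reading · Probe or stimulus – TAMRA-labelled myosin IIA heavy-chain peptide probe, 5 nM · Benchmarks – neutral control DMSO, positive control TFP · Medium – Calcium-containing HEPES buffer, pH 7.2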
* = called active by the depositor; nt = not tested or not shown.

Start of the data: the first 14 compounds, to show the layout:
Fields: esBAF inh, E-selectin induc, ERp5 block, ERAP1 inh, XiGFP reactiv, RAD54 branch, RAD52 inh, S100A4 inh HTS
- Cc1ccc(NC(=O)N2CCCCCC2)c(C)c1
  35, nt, 5, 0, 0.1, -1, -9, 5
- C=C1C(=O)OC2C1CCC(C)C1C=CC(=O)C12C (configuration not stated)
  -19, -0.3, -7, 2, 1.1, nt, -12, -2
- COC(=O)CCCNC(=O)c1ccc(OC2CCN(CCc3ccccc3)CC2)cc1
  5, nt, 1, 0, -0.1, -5, 0, 1
- O=C(N/N=C/c1ccc(OC(=O)c2cccs2)cc1)c1ccccn1
  nt, -0.2, 4, -4, -0.1, 9, -7, 1
- CCCc1ccc(C(=O)COC(=O)CN2C(=O)NC3(CCCCC3C)C2=O)cc1 (configuration not stated)
  8, 0.1, -1, -1, 0.0, -7, -34, -13
- S=C(NCC1(c2ccccc2)CCCC1)Nc1ccccc1
  0, nt, 1, 1, 0.3, -14, 5, -1
- N#Cc1ccc(OCc2nnc3n2CCCCC3)cc1
  nt, nt, 3, 0, 0.0, nt, -8, 2
- CCOc1ccc2nc(Cl)c(CN(C(=O)c3cnccn3)C3CCCC3)cc2c1
  -5, nt, 3, -3, 0.0, nt, -27, 5
- CC(C)NC(=S)N1CCCN(c2ncccc2[N+](=O)[O-])CC1
  -2, 0.4, 1, -3, 0.0, -14, -16, 3
- c1coc(CNc2nc3ccccc3s2)c1
  28, nt, 1, 0, -0.1, -10, -9, -2
- CC(=O)N(C)C[C@H]1Oc2cc(-c3ccc(C#N)cc3)ccc2S(=O)(=O)N([C@@H](C)CO)C[C@@H]1C
  -11, -0.1, 0, 8, -1.0, -3, 15, 0
- CC(C)(O)C#Cc1ccc(C(=O)N2CCN(c3ccc([N+](=O)[O-])cc3)CC2)cc1
  nt, 5.0, -6, 20, 0.0, nt, -4, -10
- CC(=O)OC1C(OC(C)=O)C2C(C)CC3OC(=O)C(C)C3CC2(C)C1OC(C)=O (configuration not stated)
  -5, nt, 0, 2, 0.1, 9, 0, 0
- CC(=O)N/C(=C\c1ccccc1)C(=O)OCc1ccc(C)cc1
  -5, 0.0, 1, -1, 0.0, -5, -1, -1

The list itself, from the start:
Fields: esBAF inh, E-selectin induc, ERp5 block, ERAP1 inh, XiGFP reactiv, RAD54 branch, RAD52 inh, S100A4 inh HTS
- Cc1ccc(NC(=O)N2CCCCCC2)c(C)c1
  35, nt, 5, 0, 0.1, -1, -9, 5
- C=C1C(=O)OC2C1CCC(C)C1C=CC(=O)C12C (configuration not stated)
  -19, -0.3, -7, 2, 1.1, nt, -12, -2
- COC(=O)CCCNC(=O)c1ccc(OC2CCN(CCc3ccccc3)CC2)cc1
  5, nt, 1, 0, -0.1, -5, 0, 1
- O=C(N/N=C/c1ccc(OC(=O)c2cccs2)cc1)c1ccccn1
  nt, -0.2, 4, -4, -0.1, 9, -7, 1
- CCCc1ccc(C(=O)COC(=O)CN2C(=O)NC3(CCCCC3C)C2=O)cc1 (configuration not stated)
  8, 0.1, -1, -1, 0.0, -7, -34, -13
- S=C(NCC1(c2ccccc2)CCCC1)Nc1ccccc1
  0, nt, 1, 1, 0.3, -14, 5, -1
- N#Cc1ccc(OCc2nnc3n2CCCCC3)cc1
  nt, nt, 3, 0, 0.0, nt, -8, 2
- CCOc1ccc2nc(Cl)c(CN(C(=O)c3cnccn3)C3CCCC3)cc2c1
  -5, nt, 3, -3, 0.0, nt, -27, 5
- CC(C)NC(=S)N1CCCN(c2ncccc2[N+](=O)[O-])CC1
  -2, 0.4, 1, -3, 0.0, -14, -16, 3
- c1coc(CNc2nc3ccccc3s2)c1
  28, nt, 1, 0, -0.1, -10, -9, -2
- CC(=O)N(C)C[C@H]1Oc2cc(-c3ccc(C#N)cc3)ccc2S(=O)(=O)N([C@@H](C)CO)C[C@@H]1C
  -11, -0.1, 0, 8, -1.0, -3, 15, 0
- CC(C)(O)C#Cc1ccc(C(=O)N2CCN(c3ccc([N+](=O)[O-])cc3)CC2)cc1
  nt, 5.0, -6, 20, 0.0, nt, -4, -10
- CC(=O)OC1C(OC(C)=O)C2C(C)CC3OC(=O)C(C)C3CC2(C)C1OC(C)=O (configuration not stated)
  -5, nt, 0, 2, 0.1, 9, 0, 0
- CC(=O)N/C(=C\c1ccccc1)C(=O)OCc1ccc(C)cc1
  -5, 0.0, 1, -1, 0.0, -5, -1, -1
- COC(=O)c1cc(S(=O)(=O)NCC2CCN(CCc3ccc(OC)cc3)CC2)c[nH]1
  3, nt, -3, -7, 0.1, 6, -13, 2
- COc1ccc(C(=O)Cn2c(Br)nc3c2c(=O)n(C)c(=O)n3C)cc1
  nt, nt, -6, -3, nt, nt, -3, 1
- Cc1cc(C(=O)CN2C(=O)C(=O)N(C3CCCC3)C2=O)c(C)n1CCc1ccccc1
  nt, 0.1, 7, 2, -0.1, -1, -12, -8
- CCN(CC)S(=O)(=O)c1ccc(N2CCCC2)c(NC(=O)CC(C)(C)C)c1
  -3, 2.4, 5, 1, 0.0, 1, -12, 2
- O=C(O)c1ccc(CNC(=O)c2ccc(Br)o2)cc1
  5, nt, 0, -12, nt, -5, 16, -11
- Cc1cccc[n+]1CC(=O)N1c2ccccc2Sc2ccccc21
  nt, 1.8, -4, -1, 0.0, nt, -17, -2

Next section.
Short keys: A = esBAF inh; B = E-selectin induc; C = ERp5 block; D = ERAP1 inh; E = XiGFP reactiv; F = RAD54 branch; G = RAD52 inh; H = S100A4 inh HTS
> CCN(c1ccccc1)S(=O)(=O)c1ccc(C(=O)Nc2ccncc2)cc1
  A: 8 | B: nt | C: -2 | D: 2 | E: 0.0 | F: 1 | G: -9 | H: -5

> CO[C@H](CN(C)C(=O)c1cnccn1)[C@H](C)CN([C@H](C)CO)S(=O)(=O)c1ccc(F)cc1
  A: 3 | B: 0.0 | C: 0 | D: 0 | E: 0.4 | F: -6 | G: -3 | H: -1

> O=C(Nc1ccc(NC(=O)c2ccccc2Cl)nc1)c1ccncc1
  A: -7 | B: -0.1 | C: 4 | D: -1 | E: 0.2 | F: -7 | G: -16 | H: 0

> O=C(CCN1CCOCC1)c1ccccc1
  A: -2 | B: nt | C: 0 | D: 0 | E: nt | F: nt | G: -13 | H: -5

> O=C(NCc1ccc2c(c1)OCO2)c1[nH]c(C(F)(F)F)nc1-c1ccccc1
  A: -5 | B: 0.0 | C: -8 | D: 0 | E: 0.2 | F: 12 | G: -2 | H: -3

> COc1ccc(S(=O)(=O)Nc2ccc3c(c2)C(=O)N([C@H](C)CO)C[C@H](C)[C@H](CN(C)Cc2ccc(-c4ccccc4)cc2)O3)cc1
  A: -3 | B: 0.6 | C: 5 | D: 3 | E: -0.7 | F: -3 | G: -4 | H: 42

> CCC(C)NCCOCCOc1ccc(Br)cc1C (configuration not stated)
  A: nt | B: 0.0 | C: -3 | D: 11 | E: 0.1 | F: nt | G: 5 | H: 0

> CC(=O)N1[C@H](CO)[C@@H](c2ccccc2)[C@H]1CN(CC(C)C)C(=O)c1ccccn1
  A: 0 | B: -0.2 | C: 5 | D: nt | E: 0.3 | F: 1 | G: -14 | H: 0

> Cc1cc(F)ccc1S(=O)(=O)N1CCCOC1CNC(=O)C(=O)NCc1cccnc1 (configuration not stated)
  A: -1 | B: nt | C: 4 | D: 3 | E: 0.1 | F: -4 | G: -45 | H: -6

> Cc1ccc(/C=N/n2nnnc2N)cc1
  A: nt | B: -0.1 | C: 3 | D: 0 | E: 0.1 | F: nt | G: -6 | H: -4

> O=C(NCc1ccccc1)c1ccc2c(c1)C(=O)N(Cc1cccnc1)C2=O
  A: -6 | B: nt | C: 13 | D: 2 | E: 0.1 | F: 4 | G: -2 | H: 6

> Cc1ccsc1C(=O)OCC(=O)NC1CC1
  A: 8 | B: 0.0 | C: 0 | D: 2 | E: 0.0 | F: -11 | G: -3 | H: 0

> C[C@@H]1CCCCO[C@H](CN(C)C(=O)Nc2ccc3c(c2)OCO3)[C@@H](C)CN([C@@H](C)CO)C(=O)c2cc(NC(=O)CCCN(C)C)ccc2O1
  A: 0 | B: -0.2 | C: -5 | D: 4 | E: 0.1 | F: 13 | G: -36 | H: 2

> CC(Sc1nnnn1C)C(=O)Nc1ccc2c(c1)OCCO2 (configuration not stated)
  A: nt | B: nt | C: 4 | D: 5 | E: 0.0 | F: nt | G: -5 | H: -3

> O=S(=O)(NCC1CCCO1)c1ccc(Cl)cc1 (configuration not stated)
  A: -2 | B: 0.0 | C: 2 | D: -2 | E: 0.2 | F: -8 | G: -4 | H: -2

> COc1ccc(C(C)=O)cc1CSc1ccc2c(c1)OCCO2
  A: 11 | B: -0.2 | C: 1 | D: -1 | E: 0.0 | F: -5 | G: -10 | H: -1

> Cc1ccc(S(=O)(=O)N(C)C[C@@H]2Oc3ccc(NC(=O)CCCCCC(=O)Nc4ccccc4N)cc3CC(=O)N([C@H](C)CO)C[C@H]2C)cc1
  A: 3 | B: -0.2 | C: 2 | D: -1 | E: -0.2 | F: 7 | G: -24 | H: -20

> Cc1cccc(S(=O)(=O)N2CC[C@H]3[C@@H](CO)N(C)c4ccc(Br)cc4[C@H]32)c1
  A: -5 | B: -0.1 | C: 3 | D: -4 | E: 0.0 | F: 7 | G: -4 | H: 7

> Cc1cccc(OCc2nnc(SCC(=O)N(c3ccccc3)C3CCS(=O)(=O)C3)o2)c1 (configuration not stated)
  A: 7 | B: -2.1 | C: -1 | D: 1 | E: 0.0 | F: -7 | G: -7 | H: -3

> O=c1[nH]c(C2CCN(S(=O)(=O)Cc3ccccc3)CC2)nc2c1nnn2Cc1cccc(Cl)c1
  A: -4 | B: nt | C: 2 | D: 0 | E: 0.0 | F: -2 | G: -8 | H: -1

> CCN(Cc1ccccc1)Cc1ccc(OCc2ccccc2)cc1
  A: 2 | B: -0.2 | C: 2 | D: 3 | E: 0.0 | F: 4 | G: -8 | H: 5

> CN(C)Cc1n[nH]c(=O)c2ccccc12
  A: nt | B: 0.0 | C: -6 | D: 5 | E: 0.3 | F: nt | G: -15 | H: -2

> Cc1ccc(OCCCCN(C)Cc2ccccc2)c(Br)c1
  A: -7 | B: nt | C: -1 | D: 4 | E: 0.0 | F: 11 | G: 15 | H: 6

> C[C@@H]1CCCCCCCCC(=O)OCCN(C(=O)OC(C)(C)C)[C@H](C)CCCCCCCCC(=O)OCCN(C(=O)OC(C)(C)C)[C@H](C)CCCCCCCCC(=O)OCCN(C(=O)OC(C)(C)C)[C@H](C)CCCCCCCCC(=O)OCCN1C(=O)OC(C)(C)C
  A: 8 | B: 0.1 | C: 7 | D: 2 | E: 0.2 | F: 7 | G: -3 | H: 2

> CC(C)CCn1c(COc2ccccc2)nn(CCC#N)c1=S
  A: -5 | B: 0.0 | C: -4 | D: -1 | E: 0.0 | F: 1 | G: -8 | H: 1

> Fc1ccc(-n2c(-c3ccco3)n[nH]c2=S)cc1
  A: -7 | B: -0.1 | C: 0 | D: 20 | E: 0.1 | F: -2 | G: -18 | H: 10
